Screens (PubChem BioAssay)
ADAM17 inh: inhibits human ADAM17 | P78536 | recombinant ADAM17, EDANS/DABCYL FRET peptide cleavage | inhibition, % at 6.95 µM | actives 0.83% (n = 370,000) | AID 720648;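 active means inhibition above the mean of compounds lying between control limits plus 3 SD, set per campaign, cut at about 8.5% in these data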;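 further: 0% = DMSO-only wells as the low control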
ARFGAP1 inhibitor: inhibits rat ARF GTPase activating protein 1 | Q62848 | Arfgap1-stimulated ARF1 GTP hydrolysis, GDP FP detection | inhibition, % at 16.5 µM | actives 0.26% (n = 360,000);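 active means inhibition above a per-plate limit, mean inhibition of low control wells plus 3 SD, cut at about 25% in these data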;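 further: 0% = DMSO wells with enzyme and 100% = wells lacking Arfgap1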
Target sequence (Q62848 1-136 limits assumed): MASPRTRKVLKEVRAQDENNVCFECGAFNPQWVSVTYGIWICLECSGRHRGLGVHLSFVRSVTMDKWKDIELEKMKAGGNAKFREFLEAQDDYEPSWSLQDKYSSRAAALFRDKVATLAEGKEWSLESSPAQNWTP
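material = rat Arfgap1 catalytic domain, aa 1-136 | also added = human ARF1(Δ1-17)-GTP substrate | compound dosing = one concentration, 16.5 µM, DMSO 1.26% | times = GTP hydrolysis reaction 2 h at 25 °C | measured by = FP, GDP Alexa 633 tracer displaced from anti-GDP antibody, 620/688 nm | evaluation = percent inhibition of Arfgap1-stimulated GTP hydrolysis | replication = single well per compound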
ADAM10 inh: ADAM10 inhibition, QFRET primary screen. O14672. recombinant ADAM10, EDANS/DABCYL FRET peptide cleavage, 3 h. inhibition, % at 7 µM. actives 0.62% (n = 370,000);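 active means inhibition above a per-campaign cutoff equal to the mean of compounds falling between control-based bounds plus 3 SD, cut at about 20% in these data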;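 further: 0% = DMSO wells while the 100% control is not disclosed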
Tn7 DDE FP: DD(E)-Tn7 binding inhibition, primary FP screen | P02675 | FP displacement of FITC-Tn7 peptide from fibrin DD(E); 0% = median of compound wells per plate | inhibition, % at 8.3 µM | actives 0.13% (n = 370,000);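 active means inhibition above the mean of compounds falling within the control limits plus 3 SD of them, cut at about 14% in these data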;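 further: 0% = plate median of compound wells and 100% = 10 µM Aha-Tn7 peptide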
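Test system: human clot-derived fibrin DD(E) complex / Quantity: 2 µM final DD(E) protein / Incubation: 10 min plus 3 h, room temperature / Measured by: fluorescence polarization / Benchmarks: high control of 10 µM Aha-Tn7 peptide / Replicates: singlicate testing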
SIAE primary: human SIAE inhibition, primary screen. Q9HAT2. SIAE FP-Rh probe binding, fluorescence polarization. inhibition, % at 9.66 µM. actives 0.69% (n = 370,000);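 active means inhibition above a cutoff: mean of compounds within the control limits plus 3 SD of those, cut at about 17% in these data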;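 further: 0% = plate median of compound wells and 100% = probe without SIAE protein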
Tn6 DDE FP: DD(E)-Tn6 binding inhibition, primary FP screen | P02675 | AID 720509 | Fibrin DD(E) TRITC-Tn6 fluorescence polarization displacement | actives 0.21% (n = 370,000) | inhibition, % at 8.3 µM;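 active means inhibition above a per-campaign cutoff: mean of compounds within control limits plus 3 SD, cut at about 15% in these data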;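 further: 0% = median of all compound wells on the plate and 100% = blocking peptide control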
PLCb3 inh: blocks human PLC-beta3 enzyme activity | Q01970 | Purified PLC-beta3, fluorogenic substrate, fluorescence | inhibition, % at 12.2 µM | actives 0.18% (n = 370,000) | AID 720704; in the data active means inhibition above about 11%;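 further: 0% = median of compound wells on plate and 100% = full blocker control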
ASAP1 inh: inhibitors of human ASAP1 ArfGAP activity; Q9ULH1; ASAP1-stimulated ARF1 GTP hydrolysis, GDP FP detection; inhibition, % at 16.5 µM; actives 0.19% (n = 360,000); AID 624377; in the data active means inhibition above about 25%;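 further: 0% = vehicle with enzyme and substrate and 100% = no enzyme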
Target sequence (Q9ULH1 325-724 limits assumed): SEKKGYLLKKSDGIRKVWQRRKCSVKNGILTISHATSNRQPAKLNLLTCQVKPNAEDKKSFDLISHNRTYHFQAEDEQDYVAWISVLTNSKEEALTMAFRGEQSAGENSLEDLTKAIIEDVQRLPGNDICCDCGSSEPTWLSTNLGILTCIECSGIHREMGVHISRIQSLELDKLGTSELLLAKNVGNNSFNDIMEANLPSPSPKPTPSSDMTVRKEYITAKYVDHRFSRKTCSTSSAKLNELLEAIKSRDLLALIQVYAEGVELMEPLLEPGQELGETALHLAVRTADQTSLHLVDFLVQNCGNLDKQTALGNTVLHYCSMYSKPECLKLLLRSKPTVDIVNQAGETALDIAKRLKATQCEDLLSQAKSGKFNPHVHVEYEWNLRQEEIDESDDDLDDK
TDP2 absorb: TDP2 (human) inhibition, absorbance primary screen. O95551. recombinant TDP2, T5PNP hydrolysis, p-nitrophenol absorbance 415 nm. inhibition, % at 12.8 µM. actives 0.34% (n = 370,000). AID 720702;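 active means inhibition above the mean of all tested compounds plus 3 SD, set per campaign, cut at about 25% in these data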;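 further: 0% = DMSO with enzyme and 100% = buffer with substrate but no TDP2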
Target sequence (O95551 whole entry, looked up): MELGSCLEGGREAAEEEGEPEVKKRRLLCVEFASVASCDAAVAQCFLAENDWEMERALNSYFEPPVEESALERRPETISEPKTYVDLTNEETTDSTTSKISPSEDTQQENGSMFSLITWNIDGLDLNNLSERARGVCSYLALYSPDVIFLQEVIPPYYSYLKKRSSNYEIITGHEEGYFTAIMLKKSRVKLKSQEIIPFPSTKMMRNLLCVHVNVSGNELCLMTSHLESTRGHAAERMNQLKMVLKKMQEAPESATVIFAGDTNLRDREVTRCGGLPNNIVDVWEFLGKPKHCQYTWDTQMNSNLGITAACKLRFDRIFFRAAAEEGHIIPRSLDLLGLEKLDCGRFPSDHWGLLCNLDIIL
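System: recombinant human TDP2 / Amount: 120 nM TDP2 per well / Also added: 5 mM T5PNP chromogenic substrate / Doses: 12.8 µM single point, 1% DMSO / Incubation: 2 h at 37 °C / Detection: p-Nitrophenol epi absorbance / Evaluation: % inhibition relative to enzyme-containing and enzyme-free wells / Repeats: singlicate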
PLC-gamma1 inh: blocks human PLC-gamma1 enzyme activity; purified PLC-gamma1, fluorogenic substrate, fluorescence; inhibition, % at 12.2 µM; actives 0.84% (n = 370,000); in the data active means inhibition above about 9.5%
Numbers without * were called inactive; / = no result given; & = joins results of further samples. Hits appear at their usual frequency; about 3.6% have a hit in one of these screens.

item | SMILES | ADAM17 inh | ARFGAP1 inhibitor | ADAM10 inh | Tn7 DDE FP | SIAE primary | Tn6 DDE FP | PLCb3 inh | ASAP1 inh | TDP2 absorb | PLC-gamma1 inh
1 | O=C(C[n+]1cccc2ccccc21)c1ccc(Cl)cc1 | -11 | 8 | -16 | 0 | -3 | -7 | -14 | -11 | 10 | -9
2 | COc1ccc(C2C(C(=O)N3CCN(c4ccccc4)CC3)c3ccccc3C(=O)N2C)cc1OC (stereo not drawn) | -5 | 4 | -12 | -3 | -3 | 4 | 2 | 7 | 0 | -2
3 | O=C(CCO)c1ccc(O)cc1 | -2 | -3 | -12 | 8 | 5 | 7 | 5 | -7 | 2 | 1
4 | COC(=O)C1CN(CCc2ccccc2)CCS(=O)(=O)N1Cc1ccccc1F (stereo not drawn) | 1 | / | 4 | -3 | -4 | 6 | 1 | / | -11 | 3
5 | CCCC(C)NC(=O)COc1ccc(S(=O)(=O)N2CCCC2)cc1 (stereo not drawn) | 1 | 4 | 1 | -4 | -3 | 1 | 6 | 3 | -12 | 4
6 | O=C(CCn1ccc2ccccc21)Nc1ccc(N2CCOCC2)cc1 | -3 | -7 | -6 | 0 | 7 | -4 | -2 | -3 | 3 | -2
7 | O=c1c2c(nc3c(-c4ccccc4)c[nH]n13)CCC2 | -28 | -3 | -74 | 3 | 3 | -1 | -79 | 1 | 0 | -78
8 | O=c1c2cnn(-c3ccccc3)c2ncn1Cc1ccccc1F | -4 | 7 | -19 | 5 | -3 | -3 | -3 | 4 | 8 | 2
9 | Cc1c(C(=O)OCc2nc3ccsc3c(=O)[nH]2)oc2ccccc12 | -7 | 6 | -10 | 4 | 3 | -6 | -10 | 3 | 4 | -1
10 | COc1ccccc1OC(C)C(=O)Nc1ccccc1C(=O)NCc1cccnc1 (stereo not drawn) | -4 | 14 | -4 | -2 | -9 | -3 | -10 | -9 | 0 | 0
11 | CC(=O)c1ccc2cccc3c2c1N=CN3C | -5 | 7 | -14 | 2 | -1 | 11 | -288 | 5 | 11 | -227
12 | Cc1ccc(-c2nc(NCC3CCCO3)sc2C)cc1 (stereo not drawn) | -1 | 6 | -4 | 1 | -3 | -6 | -6 | -6 | -3 | -1
13 | COc1ccccc1CNc1n[nH]c(NCc2ccccc2OC)n1 | -4 | 16 | 2 | 1 | 9 | 0 | 2 | 7 | 11 | 2
14 | COC(=O)c1ccc(N2CCc3ccccc32)c([N+](=O)[O-])c1 | -1 | -2 | 5 | 0 | 5 | -1 | -8 | 12 | 4 | 0
15 | O=C(CC1C(=O)NCCN1CC1CCCCC1)NC1(c2ccccc2)CC1 (stereo not drawn) | 0 | -5 | -4 | 0 | -1 | -6 | -1 | -7 | 13 | 0
16 | COC(=O)c1nc(N)sc1-c1ccc(Cl)cc1 | -44 | -6 | -131 | -2 | 1 | -1 | -332 | -2 | 2 | -256
17 | CCN(CC)c1nc2c(c(=O)[nH]c(=O)n2C)n1CCOc1ccccc1 | -5 | -6 | -5 | 0 | 5 | 1 | -6 | 8 | -16 | -3
18 | CC(C)(C)C1c2[nH]c3ccccc3c2CCN1Cc1cccc(OCCO)c1 (stereo not drawn) | -16 | 3 | -48 | -5 | 2 | 4 | -54 | -10 | 0 | -41
19 | NC(=O)c1oc2ccccc2c1NC(=O)CS(=O)(=O)c1ccccc1 | -4 | 10 | 2 | -4 | 1 | -4 | -6 | -2 | 21 | -1
20 | COc1ccc(C(CCN(Cc2ccc(OC)c(OC)c2)C(=O)CCl)c2ccccc2)cc1 (stereo not drawn) | 12* | 12 | 28* | -9 | -8 | -1 | 10 | 0 | -24 | 6
21 | CCn1cc(CN2CCC(n3nccc3NC(=O)Cc3ccccc3)CC2)cn1 | -3 | 5 | 4 | -1 | 4 | -3 | -6 | -2 | 0 | -2
22 | COc1ccccc1CN1[C@@H](CC(=O)O)c2ccccc2S1(=O)=O | -5 | -5 | 0 | 5 | -2 | -1 | -4 | 4 | 1 | 1
23 | O=C(CSCc1c(F)cccc1Cl)NNC(=S)NC1CCCCC1 | -4 | 13 | -16 | 1 | 5 | 3 | -5 | 5 | 11 | 0
24 | C[C@H]1[C@H](c2ccccc2)C[C@@H](C(=O)O)C1(C)C | 3 | -5 | 7 | 1 | 2 | 1 | 0 | 5 | 0 | 1
25 | Cn1nnc(NC(=S)NC(=O)c2cccc3c(Br)cccc23)n1 | -2 | 8 | -5 | 3 | 4 | -3 | -7 | -2 | 15 | 3

The list goes on (two carried over from the part before).
item | SMILES | ADAM17 inh | ARFGAP1 inhibitor | ADAM10 inh | Tn7 DDE FP | SIAE primary | Tn6 DDE FP | PLCb3 inh | ASAP1 inh | TDP2 absorb | PLC-gamma1 inh
24 | C[C@H]1[C@H](c2ccccc2)C[C@@H](C(=O)O)C1(C)C | 3 | -5 | 7 | 1 | 2 | 1 | 0 | 5 | 0 | 1
25 | Cn1nnc(NC(=S)NC(=O)c2cccc3c(Br)cccc23)n1 | -2 | 8 | -5 | 3 | 4 | -3 | -7 | -2 | 15 | 3
26 | CCCCn1c(-c2cccnc2)n[nH]c1=S | -7 | 6 | -14 | 3 | -1 | 1 | -1 | 3 | -5 | -3
27 | O=C(NC(=S)NCc1ccc(F)cc1)c1ccccc1 | 6 | 6 | -8 | 2 | -2 | 0 | -4 | -6 | -6 | 7
28 | Cc1ccc(-n2[nH]c(C)c(C=Nc3ccc(S(=O)(=O)Nc4nccs4)cc3)c2=O)cc1C | 3 | 4 | 13 | 2 | 1 | -2 | 5 | 4 | 17 | 6
29 | Cc1onc(-c2ccccc2)c1C(=O)n1nnc2ccccc21 | -4 | 7 | 6 | 1 | 1 | 4 | 1 | -4 | 4 | -1
30 | COc1ccc(Nc2nc(NCC3CCCO3)nc(N)c2[N+](=O)[O-])cc1 (stereo not drawn) | 3 | -1 | -2 | -4 | 2 | 5 | -1 | 4 | -5 | 7
31 | CC(C)(C)OC(=O)NCCCCCNC(=O)c1[nH]cnc1C(=O)N[C@@H](Cc1ccccc1)C(=O)OCc1ccccc1 | 11* | 4 | 23* | -10 | -48 | 1 | 2 | 3 | -11 | 2
32 | CC(C)CNc1ccc2c(c1)OC[C@H](CC(C)C)NS2(=O)=O | -1&1 | 2 | 3&3 | -4&6 | -2&3 | -2&-8 | -2&-1 | -5 | 9&7 | -2&2
33 | CCc1ccc(N2CC(C(=O)OCC(=O)NC3CC3)CC2=O)cc1 (stereo not drawn) | 1 | 6 | -1 | -9 | 2 | -8 | 1 | -4 | 1 | -2
34 | Cc1cccc(C)c1OCC(=O)OC/C(O)=C(\C#N)c1nc2ccccc2[nH]1 | -1 | 1 | -11 | -6 | -1 | 0 | -28 | -1 | 0 | -18
35 | O=C(NC1CC1)c1scc2c1OCCO2 | -2 | 3 | 8 | 3 | 0 | 3 | 6 | -4 | -3 | 1
36 | O=S(=O)(c1ccc(Br)c2nsnc12)N1CCOCC1 | 0 | 19 | 1 | -6 | 13 | -11 | -3 | 0 | 8 | -3
37 | CCN(CC)CCCN1C(=O)C(=O)/C(=C(/O)c2ccc(Cl)cc2)C1c1ccccn1 (stereo not drawn) | -2 | -8 | -1 | 3 | 0 | 5 | -2 | 5 | 15 | 2
38 | CCCCNC(=S)N/N=C/c1ccccc1F | 2 | -2 | 4 | 1 | 4 | 1 | 0 | 5 | -8 | -2
39 | O=C(NCCN1CCOCC1)c1ccc(CS(=O)(=O)c2c(Cl)cccc2Cl)o1 | 2 | 7 | -2 | 6 | -6 | -2 | 5 | 4 | 9 | -1
40 | COc1ccc(NC(=O)N2CCCc3ccccc32)cc1OC | -4 | 12 | -5 | -2 | 3 | -5 | -12 | 8 | -1 | -8
41 | Cc1ccc2[nH]c(C(F)(F)F)cc(=O)c2c1 | -16 | 12 | -29 | -1 | 13 | -1 | -6 | -1 | 6 | 0
42 | CCOC(=O)C1(C(F)(F)F)N=C(C(F)(F)F)Nc2ccc(F)cc21 (stereo not drawn) | 7 | 12 | 16 | -8 | 4 | 0 | 3 | 16 | -18 | 7
43 | O=C(COC(=O)c1ccc(Br)o1)NCC(=O)Nc1ccc(F)cc1 | -2 | 8 | -10 | 1 | -4 | 6 | -3 | -3 | -8 | 0
44 | CCOc1ccc(Cn2nnc(-c3ccc(S(C)(=O)=O)cc3)n2)cc1OCC | -2 | -1 | -7 | -1 | 3 | -10 | -3 | -3 | 2 | 2
45 | C[C@@H]1CN([C@@H](C)CO)S(=O)(=O)c2ccc(Br)cc2O[C@@H]1CN(C)C(=O)NC1CCCCC1 | -2 | -8 | -2 | 3 | -4 | 8 | 1 | -8 | 2 | -1
46 | CCOc1ccc(N=C2SCCCN2C(=O)c2c(CC)noc2C)cc1 | -3 | -1 | -2 | -1 | 1 | 2 | -6 | -2 | 2 | -2
47 | CCOC(=O)C(C)Sc1nnc(CNC(=O)c2ccc(OC)cc2)n1C1CCCCC1 (stereo not drawn) | -5 | -4 | -4 | 2 | 1 | -6 | 1 | -3 | 7 | 0
48 | CCc1cc2c(=O)c(-c3nc4ccccc4n3C)c(C)oc2cc1OC(C)=O | -30 | 14 | -77 | -5 | -3 | -6 | -133 | 13 | -2 | -102
49 | CC(=O)N(C)c1ccc(N=Nc2c(C)[nH]n(-c3ccccc3)c2=O)cc1 | -1 | 10 | 3 | -5 | 10 | -1 | -2 | 3 | 15 | 4
50 | CCC(C)Oc1nc2c(c(=O)n(C)c(=O)n2C)n1C (stereo not drawn) | 0 | 1 | 4 | -2 | 1 | 1 | -1 | 10 | -11 | 4
51 | COC(=O)[C@@]12C[C@@H](CC(=O)N3CCN(C(=O)C4CC4)CC3)C(=O)N(Cc3ccc4c(c3)OCO4)C1=CCC(C)(C)C2 | -1 | 14 | -19 | -4 | -2 | -8 | 1 | 4 | -1 | 5
52 | Cc1cccc2nc(CSC(=N)N)c(Br)n12 | -8 | 5 | -27 | 0 | -6 | -7 | -15 | 3 | -6 | -10
53 | COc1ccc(Br)cc1CNC(=O)Cc1cccs1 | -6 | 0 | 1 | 1 | 5 | 3 | -6 | -4 | 1 | 1
54 | O=C(N/N=C/CCc1ccccc1)c1ccccc1 | -6 | -5 | -4 | 5 | -1 | 5 | -2 | -6 | 6 | 0

ADAM10 inh, what is marked active above
item | SMILES | ADAM17 inh | ARFGAP1 inhibitor | ADAM10 inh | Tn7 DDE FP | SIAE primary | Tn6 DDE FP | PLCb3 inh | ASAP1 inh | TDP2 absorb | PLC-gamma1 inh
20 | COc1ccc(C(CCN(Cc2ccc(OC)c(OC)c2)C(=O)CCl)c2ccccc2)cc1 (stereo not drawn) | 12* | 12 | 28* | -9 | -8 | -1 | 10 | 0 | -24 | 6
31 | CC(C)(C)OC(=O)NCCCCCNC(=O)c1[nH]cnc1C(=O)N[C@@H](Cc1ccccc1)C(=O)OCc1ccccc1 | 11* | 4 | 23* | -10 | -48 | 1 | 2 | 3 | -11 | 2
